# Source: PubChem
# NPY Y1 blocker = NPY-Y1 receptor antagonists, primary screen, cell-based; inhibition, % at 3.6 µM; HEK293-CNG Y1 cells, membrane potential fluorescence; NPY at EC95, then isoproterenol; AID 1040, 2008; actives 1% (n = 200,000); Neuropeptide Y receptor type 1 (Homo sapiens), P25929;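 active = inhibition above the campaign mean inhibition of all tested compounds plus 3 SD, cut at about 20% in these data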;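 note: 0% = DMSO wells given NPY plus isoproterenol and 100% = isoproterenol alone without NPY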
# Target sequence (P25929 whole entry, looked up): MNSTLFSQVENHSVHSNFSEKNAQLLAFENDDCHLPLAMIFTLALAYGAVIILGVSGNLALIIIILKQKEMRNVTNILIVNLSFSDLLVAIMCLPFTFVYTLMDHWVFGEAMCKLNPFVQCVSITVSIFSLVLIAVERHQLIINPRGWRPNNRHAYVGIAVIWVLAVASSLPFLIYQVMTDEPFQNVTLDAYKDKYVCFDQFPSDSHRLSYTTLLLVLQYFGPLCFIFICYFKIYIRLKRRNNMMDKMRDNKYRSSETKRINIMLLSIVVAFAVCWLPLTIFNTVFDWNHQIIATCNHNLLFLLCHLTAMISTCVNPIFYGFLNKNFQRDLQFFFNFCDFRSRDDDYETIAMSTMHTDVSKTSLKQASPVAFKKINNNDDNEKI
#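 Assay system: HEK293 cells with Y1 receptor plus CNG channel | Probe or stimulus: NPY (25 nM), isoproterenol (1 µM), Ro 20-1724 (25 µM) | Timing: Compound incubation 1 h at room temperature, readout 45 min post-stimulation | Measured by: Membrane-potential fluorescent dye readout | Benchmarks: High control isoproterenol alone, low control NPY with isoproterenol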
# CHOP inhibitor = inhibitors of CHOP promoter induction, primary screen, cell-based, unfolded protein response, luciferase reporter; CHO-K1 CHOP-promoter luciferase, tunicamycin-induced, 15-18 h; inhibition, % at 10 µM; actives 3.8% (n = 220,000);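 active = compounds that reduced the stress-induced luciferase reporter signal by more than about 70% of percent inhibition, limit read from the data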;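 note: 0% = tunicamycin plus vehicle and 100% = wells without tunicamycin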
# S1P4 antagonist = S1P4 receptor antagonists, primary screen, cell-based; Sphingosine 1-phosphate receptor 4 (Homo sapiens), O95977; S1P4-expressing cells, antagonist mode, reporter read-out; inhibition, % at 4.98 µM; actives 0.26% (n = 220,000); AID 1510, 2009; in the data active = inhibition above about 29%;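 note: 0% = wells stimulated with agonist and 100% = vehicle wells without agonist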
# Ba/F3 V617F tox = reduced viability of JAK2V617F-dependent Ba/F3 cells, primary screen, JAK2V617F inhibitor project, cell-based, Ba/F3 EpoR-JAK2V617F, luminescence; ATP luminescence; inhibition, % at 5.6 µM; actives 1.1% (n = 220,000);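 active = inhibition above the campaign mean plus 3 SD over all tested compounds, cut at about 24% in these data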;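 note: cytokine-independent growth of Ba/F3 cells driven by EpoR plus mutant JAK2; 0% = DMSO-treated cells and 100% = JAK inhibitor I control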
# BaF3 parental = parental Ba/F3 cell viability inhibition, counter-screen for JAK2V617F inhibitor project, murine pro-B, CellTiter-Glo luminescence; inhibition, % at 5.6 µM; CellTiter-Glo ATP luminescence; actives 1.1% (n = 220,000); AID 1486, 2009;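 active = inhibition above a per-campaign cutoff, the mean inhibition of all tested compounds plus 3 SD, cut at about 27% in these data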;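 note: 0% = DMSO wells and 100% = JAK Inhibitor I control wells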
# S1P4 ag = S1P4 receptor agonists, primary screen, cell-based; Sphingosine 1-phosphate receptor 4 (Homo sapiens), O95977; S1P4-expressing cell line, agonist reporter assay; activation, % at 4.98 µM; actives 0.35% (n = 220,000); in the data active = activation above about 11%;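 note: 0% = DMSO vehicle and 100% = reference agonist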
# NCF1 inh = p47phox/p22phox peptide binding inhibitors, primary screen, biochemical, uHTS, NADPH oxidase regulatory subunit; Neutrophil cytosol factor 1 (Homo sapiens), P14598; fluorescence polarization, 2 h; inhibition, % at 24.7 µM; actives 0.53% (n = 220,000); AID 1274, 2008;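 active = inhibition above about 30%, limit read from the data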;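 note: 0% = p47phox with labelled peptide and 100% = labelled peptide alone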
# Target sequence (P14598 whole entry, looked up): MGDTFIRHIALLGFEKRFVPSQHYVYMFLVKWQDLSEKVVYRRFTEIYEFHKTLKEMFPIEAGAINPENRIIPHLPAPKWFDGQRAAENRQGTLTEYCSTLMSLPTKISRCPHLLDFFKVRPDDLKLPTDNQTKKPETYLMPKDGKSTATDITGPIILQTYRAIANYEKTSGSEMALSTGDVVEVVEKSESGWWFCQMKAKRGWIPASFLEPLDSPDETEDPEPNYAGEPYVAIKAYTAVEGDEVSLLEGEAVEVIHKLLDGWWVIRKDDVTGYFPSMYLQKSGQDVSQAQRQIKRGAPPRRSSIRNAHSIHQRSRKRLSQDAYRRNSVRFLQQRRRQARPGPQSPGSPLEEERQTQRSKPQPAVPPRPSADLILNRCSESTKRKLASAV
# NPY-Y1 PAM-ag = NPY-Y1 receptor potentiators or agonists, primary screen, cell-based. activation, % at 3.6 µM. NPY-Y1 expressing cells, potentiator/agonist activation. actives 0.37% (n = 220,000). Neuropeptide Y receptor type 1 (Homo sapiens), P25929; in the data active = activation above about 33%, passing the limit was not always enough;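 note: cells stimulated with NPY at EC10 then isoproterenol at EC100; 0% = low agonist plus stimulus and 100% = saturating agonist plus stimulus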
# NPY2 pot ag = NPY-Y2 potentiators or agonists, primary screen, cell-based | Neuropeptide Y receptor type 2 (Homo sapiens), P49146 | cells expressing NPY-Y2, potentiator/agonist read-out | activation, % at 3.6 µM | actives 0.45% (n = 220,000); in the data active = activation above about 27%;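 note: cells stimulated with NPY near EC25 plus isoproterenol at EC100; 0% = vehicle plus submaximal agonist and 100% = vehicle plus saturating agonist; some results beyond the cut were filed as inactive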
# * hit, by the source's call; x = not tested or not shown. Compounds were not picked by outcome; overall some 7.1% were active at least once.
# Below each compound: NPY Y1 blocker, CHOP inhibitor, S1P4 antagonist, Ba/F3 V617F tox, BaF3 parental, S1P4 ag, NCF1 inh, NPY-Y1 PAM-ag, NPY2 pot ag
> CN(c1ccc(OCC(=O)Nc2ccc3[nH]c(=O)[nH]c3c2)cc1)S(=O)(=O)c1ccc(Cl)cc1
    -2.3, 24.9, 8.7, -3.3, -0.5, -1.3, -14.7, -30.1, -32.1
> Cc1cc(C(=O)COC(=O)C2COc3ccccc3O2)c(C)n1CC1CCCO1 (stereo not given)
    1.1, 77.4*, -12.1, -0.1, -0.4, 0.2, -14.7, 20.5, 1.2
> O=C(NCCO)c1ccccc1O
    6.0, 50.6, -24.2, -1.6, 5.1, -1.0, 0.2, 15.5, -1.7
> COc1ccc(NC(=O)Nc2ccccc2F)c([N+](=O)[O-])c1
    2.8, 2.4, -7.3, 3.2, 7.6, 0.1, 3.2, 9.4, -6.9
> O=C(CSc1nnnn1C1CCCC1)Nc1ccccc1F
    x, -3.7, -5.2, 7.3, -3.1, 1.0, -4.9, -12.3, -12.5
> CCOC(=O)Oc1ccc2oc(=O)cc(C)c2c1
    1.7, 43.5, -14.1, 0.5, 7.3, 1.1, -7.0, 6.6, 4.8
> O=C(O)c1ccc(N/N=C/C2=C(N3CCOCC3)C(=C\c3ccccc3)/CC2)cc1
    x, -17.6, 10.6, -3.5, -3.1, 1.9, -8.4, 16.1, -5.0
> O=c1cc(-c2ccccc2)c2c([nH]1)CCCC2
    -3.9, 9.9, -0.8, 2.0, 1.9, 0.3, 1.6, 22.7, 14.3
> Cn1c(Cc2cccc3ccccc23)nnc1SCc1ccc([N+](=O)[O-])cc1
    6.2, 17.4, -1.1, 0.8, 7.5, -3.5, 10.1, -5.0, 2.1
> CCOC(=O)C1CCCN(C(=O)/C=C/c2ccc(OC)cc2)C1 (stereo not given)
    11.3, -1.6, -16.9, -1.7, 1.9, -0.4, -9.2, -13.0, 2.4
> CC(C)c1ccc2occ(-c3nn[nH]n3)c(=O)c2c1
    14.0, 22.2, -9.1, -3.4, 10.3, -2.4, 8.9, -26.2, 0.8
> CSc1ncc(CN2CCN(CCC(C)C)C(CCO)C2)cn1 (stereo not given)
    1.7, 1.7, 9.2, 0.8, 0.9, -0.8, -6.4, 7.7, 4.8
> O=C(NCc1ccccc1)N[C@@H](Cc1c[nH]c2ccccc12)C(=O)O
    5.7, 16.3, 6.7, -1.3, -0.5, 14.2*, -14.7, -9.8, -0.1
> O=C(NCCCN1CCOCC1)c1cc(-c2ccc(Cl)cc2)on1
    -3.2, 22.7, -11.5, -2.4, 0.2, -1.1, 2.2, -16.4, -9.7
> Nc1nc(SCc2nc(-c3ccccc3)no2)[nH]c(=O)c1-c1ccccc1
    9.5, 3.8, -16.6, -3.6, 3.6, -3.8, -13.0, 13.9, -12.7
> N#Cc1cc([N+](=O)[O-])ccc1N1CCN(c2ccccc2O)CC1
    2.5, 16.2, -8.2, -1.0, 7.2, -0.4, 0.9, 21.4, 19.4
> CCn1c(=O)cc(SCC(=O)NCc2cccnc2)c2ccccc21
    0.1, 13.3, -7.1, -1.9, 1.9, 0.2, -8.2, 4.8, -7.0
> O=C(c1ccccc1)C(Cn1cncn1)C(Sc1ccccc1)c1ccccc1 (stereo not given)
    8.4, 51.9, 2.9, -3.2, 2.6, 0.8, 0.6, 9.4, 16.0
> COC(=O)c1cccc(NC(=O)/C=C/c2ccc([N+](=O)[O-])cc2)c1
    -0.7, 18.3, -18.9, 0.8, 2.4, 1.8, -8.2, -4.1, 1.2
> CCOC(=O)c1cccc(NC(=O)CSc2nnc(C3CCCCC3)n2C)c1
    7.3, 28.6, -4.2, 3.4, 7.7, 0.4, -3.4, -15.0, -17.8
> CC(C)Cn1c(SCC(=O)N2CCCc3ccccc32)nc2ccccc2c1=O
    x, 28.9, -2.9, -1.7, -4.7, -0.4, -16.3, 3.3, -13.5
> CNC(=O)COC(=O)c1cc(-c2ccccc2)nn1-c1ccccc1
    -0.3, 13.0, -8.7, 0.2, -1.8, 2.4, 5.4, -16.1, 8.2
> CC(=O)c1c(O)cc(=O)n(-c2ccccc2)c1-c1ccc(C)cc1
    -2.7, -20.6, 0.5, -1.2, 2.4, 1.9, -16.6, 14.9, 2.7
> c1ccc(-n2nnnc2N2CCOCC2)cc1
    5.4, 5.9, -18.0, 0.7, 2.5, 1.4, -3.9, 17.7, -8.5
> Cc1cccn2c(=O)c(C=O)c(N3CCCCC3)nc12
    2.0, 13.3, 10.3, 1.5, 5.6, 1.2, 2.1, -7.3, -15.7
> COc1cccc(-c2ccc(C#N)c(SCC(=O)NCCc3cccc(Cl)c3)n2)c1
    10.7, 42.0, 15.3, 6.2, 12.8, -5.5, -6.9, -20.8, -8.9
> CCOc1ccc(C2CC(=O)NC(SCC(=O)OC)=C2C#N)cc1 (stereo not given)
    0.5, 7.3, -8.6, -1.0, -1.2, -3.9, -5.4, -12.9, 8.0
> CN1/C(=C\C(=O)COC(=O)c2ccco2)C(C)(C)c2ccccc21
    5.9, 29.4, -24.8, 12.1, 3.6, 1.1, -65.2, -17.9, -10.1
> COCCCN(Cc1ccco1)C(=O)Cn1ncc2c(=O)oc3ccc(C)cc3c21
    x, -10.7, -8.8, 1.5, -2.7, 0.2, -1.0, 3.3, 10.1
> O=C(O)CSc1nnc(-c2ccncc2)n1CCc1ccccc1
    4.5, 34.2, -1.6, 1.7, 0.9, 1.8, 0.5, -12.4, 5.1
> Cc1nnsc1NC(=O)OCC(C)(C)C
    9.1, 4.0, -3.5, -1.1, -2.4, 0.7, -3.2, 0.9, 3.7
> Cc1ccc(NC(=O)CSc2nc(N)cc(=O)[nH]2)cc1S(=O)(=O)N1CCOCC1
    x, -9.6, 3.2, -4.0, 1.9, 0.7, -3.7, 12.2, 3.0
> Cc1ccc(C)n1/N=C1/NC(=O)CS1
    -1.3, 27.5, -13.6, -3.3, -0.1, 0.5, -20.3, 5.1, 3.4
> CN(Cc1nc(-c2ccncc2)no1)S(=O)(=O)c1ccc(Br)cc1
    -3.2, 26.9, -17.4, -0.5, 2.6, 1.9, -5.6, -33.5, -8.4
> CCCCOc1ccc(-c2nnc(-c3ccncc3)o2)cc1
    -3.5, -38.4, -11.9, -3.1, -1.2, 1.0, 3.2, 6.5, 5.9
> CCn1c(N)c(C(=O)NCCOC)sc1=S
    5.5, -6.6, -1.2, -2.9, 1.2, -1.4, 8.1, -30.5, 6.6
> CCC(C)(C)NC(=O)c1sccc1Oc1ccc(F)cc1[N+](=O)[O-]
    -3.1, 8.4, -10.0, 3.6, 9.0, -0.6, 1.6, 8.3, -10.4
> CCOC(=O)C(=O)NCc1ccc(/C=C2/N=C(C)C(C(=O)OCC)=C2O)o1
    9.8, 5.9, -11.7, -0.9, 4.7, -1.5, -8.7, 6.3, 4.0
> NC(=O)COc1ccccc1/C=C1/SC(=O)N(CC(=O)N2CCc3ccccc3C2)C1=O
    8.8, -0.7, 10.5, 2.6, 4.5, -0.8, -0.8, 2.4, -4.9
> c1ccc(CN2CCOCCOCCOCC2)cc1
    x, 11.2, -26.7, 2.6, 0.3, 0.9, 1.1, 17.6, 14.3
> CCOc1ccc(-n2nnc3c(=O)n(CC(=O)NCc4ccco4)cnc32)cc1
    x, 12.6, -0.6, 6.8, -6.7, 0.7, -8.2, -0.6, -37.3
> COC(=O)CN(c1ccccc1F)S(=O)(=O)c1ccccc1
    0.7, 18.7, -17.8, 0.7, 7.9, 0.2, -5.5, -2.7, -6.9
> CC(=O)c1sc(NC(=O)c2ccco2)nc1-c1ccccc1
    1.8, 8.5, -8.5, 1.0, 7.1, 0.2, -10.4, 4.7, 14.1
> Nc1nc(-c2ccc(Cl)cc2)nn1C(=O)c1cccs1
    -6.3, 12.7, -10.9, 1.0, 3.4, -0.1, -6.8, 10.6, -11.6
> CC(c1nc2ccccc2o1)N1C(=O)c2ccccc2C1=O (stereo not given)
    0.6, -9.9, -7.1, -4.9, -2.0, -1.1, -1.7, 1.5, 14.6
> COC(=O)N(C)c1ccccc1C(=O)N1CCOCC1
    -0.6, -16.4, -6.9, -1.5, -2.8, -0.8, -1.9, -11.7, 0.3
> Cc1cccc(CN2CCN(c3nc4nonc4nc3NC3CC3)CC2)c1
    1.6, 20.8, 2.7, 0.7, 5.4, 0.1, -14.8, -6.5, -11.3
> CC(C)CC(=O)Nc1ccccc1-c1nnn(CC(=O)N2CCOCC2)n1
    -0.8, 20.3, 3.2, -1.1, -2.4, 0.0, -5.8, 11.6, -5.4
> COC(=O)c1cc(OC)c(OC)cc1NC(=O)CCC1CCCC1
    10.7, -1.7, -11.8, 3.8, 3.7, 0.6, -17.1, -32.7, -17.9
> COc1ccc(OC)c(CNC(=O)CCNC(=O)Cn2ccc3ccccc3c2=O)c1
    -2.4, -3.8, -11.4, -0.4, 3.9, -0.1, -8.8, -2.3, -7.6
> COc1ccc(C(=O)CSc2nc(C)cc(=O)[nH]2)cc1
    1.5, -3.3, -11.6, 0.2, 12.0, 1.4, -0.1, -12.1, 9.3
> Cc1cc(N(C)C)nc(SC(C)C)n1
    -3.2, 34.0, -0.1, -5.1, -2.1, 0.8, -9.6, -15.3, -3.9
> CC(c1ccccc1)C1C(C#N)=C(N)OC2=C1C(=O)CC(C)(C)C2 (stereo not given)
    -4.9, 33.5, -13.4, 2.9, 10.9, -2.3, 3.0, -4.8, -5.5
> Cn1c(C(=O)N2CCC(C(=O)N3CCOCC3)CC2)cc2sccc21
    7.8, 25.3, 4.1, -1.5, 5.1, -0.4, -11.0, 7.7, -6.5
> O=C(COC(=O)c1cccc(S(=O)(=O)N2CCN(c3ccc(F)cc3)CC2)c1)NCC1CCCO1 (stereo not given)
    4.0, 14.6, -11.0, 1.4, 0.9, 0.3, -12.8, 18.1, 12.4
> Cc1cc(OC2CCCCC2)nc(-c2ccccc2O)n1
    -0.8, 30.0, -5.4, 1.7, 3.2, 0.9, 9.7, 17.1, 0.5
> CCc1nnc(NC(=O)CSc2nnc(Cc3cc(=O)[nH]c(=O)[nH]3)n2-c2ccc(OC)cc2)s1
    -1.1, -18.2, -14.3, -1.8, 1.4, -0.2, 4.4, 5.8, -5.4
> Cc1ccc(S(=O)(=O)N2CCN=C2SCc2ccc(Cl)c(Cl)c2)cc1
    -0.7, 57.1, -9.0, -1.8, 1.3, 1.7, 5.1, -4.6, -7.9
> COc1ccc(OC)c(-n2c(-c3ccn[nH]3)n[nH]c2=S)c1
    x, 12.3, -10.9, -1.7, 0.9, 2.3, -6.4, 11.4, -11.7
> COc1ccc(C2NC(=S)NC(C)=C2C(=O)c2ccccc2)cc1OC (stereo not given)
    2.5, 8.9, -3.1, -3.0, -1.3, 4.1, -8.1, -12.5, -5.1
